MITF inh: MITF inhibitors, primary screen, biochemical, AlphaScreen, human. AlphaScreen MITF homodimerization, bead proximity signal. inhibition, % at 2.6 µM. 0.91% of 650,000 active. AID 1259374, 2018; in the data active = inhibition above about 50%;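 also: 0% = vehicle wells with protein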
FBW7 activator: FBW7 E3 ligase activators, primary screen, biochemical, AlphaScreen, human; AlphaScreen FBW7–phospho-cyclin E peptide binding, activator screen; normalized activity (activation), % at 26.1 µM; 0.13% of 650,000 active; in the data active = normalized activity above about 1.9%;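 also: purified mutant Fbw7 with reduced substrate affinity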
Target sequence (Q969H0 whole entry, looked up): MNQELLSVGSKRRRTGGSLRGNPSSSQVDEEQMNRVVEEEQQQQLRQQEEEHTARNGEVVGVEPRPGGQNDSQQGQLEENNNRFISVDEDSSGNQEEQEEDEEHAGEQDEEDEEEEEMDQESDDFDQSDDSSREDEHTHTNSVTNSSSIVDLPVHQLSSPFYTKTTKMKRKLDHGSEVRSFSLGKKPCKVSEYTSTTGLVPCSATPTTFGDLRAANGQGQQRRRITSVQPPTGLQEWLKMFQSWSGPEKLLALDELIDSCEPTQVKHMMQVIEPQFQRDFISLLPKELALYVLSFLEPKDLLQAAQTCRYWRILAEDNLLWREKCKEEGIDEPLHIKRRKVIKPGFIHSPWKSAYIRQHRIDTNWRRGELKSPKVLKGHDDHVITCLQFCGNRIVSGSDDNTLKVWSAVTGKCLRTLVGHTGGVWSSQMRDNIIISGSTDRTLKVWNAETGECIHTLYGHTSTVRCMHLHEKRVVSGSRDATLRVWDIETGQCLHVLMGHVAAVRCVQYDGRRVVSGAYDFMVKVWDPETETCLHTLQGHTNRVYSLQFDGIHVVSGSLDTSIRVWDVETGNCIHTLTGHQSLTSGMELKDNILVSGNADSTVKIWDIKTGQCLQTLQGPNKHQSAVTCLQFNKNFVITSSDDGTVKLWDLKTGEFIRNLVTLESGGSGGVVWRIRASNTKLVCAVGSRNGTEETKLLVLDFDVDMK
TEAD-YAP block: TEAD-YAP interaction inhibition, primary screen, TEAD-YAP interaction inhibitor project, luminescence, HEK-TIYL cells; 1.4% of 640,000 active; AID 1259422, 2018; inhibition, % at 9.12 µM; TEAD-Gal4/YAP UAS-luciferase luminescence; in the data active = inhibition above about 32%;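 also: 0% = median of test compound wells and 100% = reference inhibitor wells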
GPR151 ag: activators of human GPR151, primary screen, cell-based, PathHunter beta-arrestin, luminescence; PathHunter beta-arrestin GPR151 cells; activation, % at 11.2 µM; 1% of 650,000 active; AID 1508602, 2020; in the data active = activation above about 4.9%;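 also: 0% = median of compound wells and 100% = cells with positive control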
Target sequence (Q8TDV0 whole entry, looked up): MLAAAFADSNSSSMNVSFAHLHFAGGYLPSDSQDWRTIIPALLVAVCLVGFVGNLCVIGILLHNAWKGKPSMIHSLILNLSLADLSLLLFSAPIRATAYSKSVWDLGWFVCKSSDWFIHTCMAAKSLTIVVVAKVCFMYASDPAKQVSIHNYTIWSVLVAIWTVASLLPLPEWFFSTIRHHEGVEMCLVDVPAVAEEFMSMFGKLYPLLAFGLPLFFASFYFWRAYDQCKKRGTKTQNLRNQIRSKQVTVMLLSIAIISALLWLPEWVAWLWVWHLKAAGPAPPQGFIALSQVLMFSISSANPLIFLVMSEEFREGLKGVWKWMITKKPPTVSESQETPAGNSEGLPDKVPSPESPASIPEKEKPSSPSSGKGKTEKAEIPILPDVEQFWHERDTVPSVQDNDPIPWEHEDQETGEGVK
Starred values were filed as active, the others as inactive.

SMILES | MITF inh | FBW7 activator | TEAD-YAP block | GPR151 ag
CC1CN(C(=O)CCC(=O)N2CCC(C(N)=O)CC2)c2ccccc2O1 (centres undefined) | -0.6 | 0.0 | -1.9 | 0.0
COc1ccc2oc(=O)c(-c3csc(Nc4ccccc4Cl)n3)cc2c1 | 7.5 | 0.1 | -16.5 | -0.9
CCOC(=O)CCN1N=C(c2ccc(CC)cc2)CCC1=O | 13.1 | 0.1 | -6.5 | -0.8
COc1ccc(-c2nc3ccc(C(=O)NC4CCCCC4C)cc3nc2-c2ccc(OC)c(OC)c2)cc1OC (centres undefined) | -0.1 | 0.4 | -0.3 | -1.0
COc1cccc(NC(=O)C2C3C=CC4(O3)C2C(=O)N(CCN2CCCCCC2)C4C(=O)NC2CCCCC2C)c1 (centres undefined) | 3.9 | 0.1 | -2.7 | 1.7
CCc1ccc(CN2CCc3nnc(C(CC(C)C)NC(=O)COC)n3CC2)o1 (centres undefined) | 7.9 | 0.0 | 6.7 | 1.3
CCOc1ccc(NC(=O)C2C3C=CC4(O3)C2C(=O)N(Cc2cccnc2)C4C(=O)NC2CCCCC2)cc1 (centres undefined) | -12.5 | 0.0 | -4.6 | -0.8
CCCCOc1ccc(C(=O)Nc2cc(Cl)ccc2Cl)cc1 | 5.3 | 0.0 | 1.5 | 1.0
CCc1c(S(C)(=O)=O)ccc(C(=O)O)c1OC | 1.0 | -0.1 | -2.4 | -0.1
NNc1ccc(S(N)(=O)=O)cc1[N+](=O)[O-] | 9.2 | -0.2 | -10.9 | 0.6
CC(=O)c1ccc(-c2ccc(NCCc3ccncc3)nc2)s1 | -2.5 | 0.5 | -30.6 | 0.1
O=C(c1cccc(N2C(=O)CCC2=O)c1)N(CCn1cccn1)c1nc2ccc(F)cc2s1 | -1.4 | 0.1 | -7.6 | 1.4
C[C@H]1NC(=O)[C@@H]2C[C@H](NCc3ccsc3)CN2C1=O | 14.4 | -0.1 | 2.7 | -1.3
COc1cc(Nc2nc(Nc3cccc(N(C)C)c3)nc3c2ncn3-c2ccsc2)cc(OC)c1OC | 16.7 | 0.0 | 3.1 | 0.0
CCc1ccccc1N(CC(=O)N1CCC(C)CC1)S(=O)(=O)c1ccc(C)cc1 | 3.6 | -0.1 | 8.7 | -0.1
COc1cccc(C(=O)N2CCN(Cc3cccc(Br)c3)CC2)c1 | 54.3* | 0.8 | 10.2 | -1.5
CC(=O)N1c2ccc(S(=O)(=O)N(C)CC(=O)NC3CCCCCCC3)cc2CC1C (centres undefined) | 0.4 | 0.0 | -4.8 | 1.3
O=C(Nc1cc(Cl)cc(Cl)c1)C1CC(=O)N(C2CCCCC2)C1 (centres undefined) | 3.1 | 0.0 | -5.7 | -1.1
CC(C)NC(=O)c1ccccc1NC(=O)c1cccc(NC(=O)C(C)C)c1 | -2.0 | 0.1 | -2.2 | 2.7
CNS(=O)(=O)c1c(C)c(C)cc(C)c1C | 2.2 | 0.1 | -1.5 | -0.7
CC1=C(C(=O)Nc2ccccc2C)C(c2ccccc2F)NC(=O)N1 (centres undefined) | -6.2 | 0.1 | -4.2 | 0.4
Cc1ccc(-c2csc(/C(C#N)=C/Nc3ccc(S(=O)(=O)NC(N)=O)cc3)n2)cc1 | 8.1 | 0.1 | -1.1 | 0.0
CCCCn1c(CNC(=O)c2cc(OC)cc(OC)c2)nnc1SC(C)C(=O)Nc1sc2c(c1C(=O)OCC)CCC2 (centres undefined) | 2.9 | 0.1 | -1.2 | -0.7
CC(=O)c1cc(C#N)c(SCC(N)=O)nc1C | 16.5 | 1.0 | 7.1 | -0.4
Cc1ccc2c(COC(=O)c3ccc(S(C)(=O)=O)c([N+](=O)[O-])c3)cc(=O)oc2c1 | -7.7 | -0.1 | -0.8 | 1.8

Among those listed so far, two have a cyano group.
SMILES | MITF inh | FBW7 activator | TEAD-YAP block | GPR151 ag
Cc1ccc(-c2csc(/C(C#N)=C/Nc3ccc(S(=O)(=O)NC(N)=O)cc3)n2)cc1 | 8.1 | 0.1 | -1.1 | 0.0
CC(=O)c1cc(C#N)c(SCC(N)=O)nc1C | 16.5 | 1.0 | 7.1 | -0.4

Next part:
SMILES | MITF inh | FBW7 activator | TEAD-YAP block | GPR151 ag
CCn1c2cc(C)sc2c2cnn(CC(=O)NCc3ccccc3OC)c(=O)c21 | 3.7 | 0.0 | 10.5 | -0.3
Cc1ccc(CNC(=O)c2ccc(Br)cc2)cc1 | 28.3 | -0.1 | 2.1 | 0.2
Cc1sc2ncn(CC(=O)N3CCN(Cc4ccc5c(c4)OCO5)CC3)c(=O)c2c1S(=O)(=O)N1CCOCC1 | 16.5 | 0.1 | -0.7 | -0.4
Cc1ccc(C(=O)Oc2cccc(N3C(=O)C4CCC(C)CC4C3=O)c2)cc1 (centres undefined) | -1.4 | -0.1 | 6.8 | 0.8
O=C(Cc1c(F)cccc1Cl)Nc1nnc(-c2ccncc2)s1 | -3.2 | 0.0 | 0.4 | 0.0
COc1cc(C(=O)N2CCN(c3nc4c(C)c(C)ccc4s3)CC2)cc(OC)c1OC | 6.8 | 0.1 | 0.6 | -1.5
Nc1ccc2nc(-c3ccc(O)cc3)[nH]c2c1 | 13.7 | 0.3 | -5.4 | -7.6
CCc1cccc(C)c1NC(=O)COc1cc(C)ccc1C(C)C | -3.8 | 0.0 | 1.1 | -0.5
Cc1ccc(OCCSc2nc3ccc(Br)cc3[nH]2)c(C(C)C)c1 | -1.0 | 0.0 | -6.9 | 3.9
COCCn1cc(C(=O)NCCN2CCOCC2)c2c3ccccc3n(C)c2c1=O | 0.4 | 0.0 | -5.7 | 2.4
O=C(CSc1nncs1)NC1CCCCCCC1 | 10.9 | -0.1 | -1.1 | -0.7
CC1=NNC(=O)C1CCC(=O)N/N=C/c1ccc(N(C)C)cc1 (centres undefined) | -0.1 | 0.1 | 11.3 | 0.6
C=CCC(O)(CC=C)CNC(=O)CCc1nnc(CCc2ccc(OC)cc2)o1 | 4.3 | 0.1 | -59.1 | -0.7
CC(C)CNC(=O)c1ccccc1I | 18.1 | 1.9* | 6.8 | 3.1
CC(=O)N1CCC(N(C(=O)COc2ccccc2C(=O)NCC2CCCO2)C2CC2)CC1 (centres undefined) | 5.3 | 0.1 | -2.0 | 0.7
Cc1cc2c(N(CCO)Cc3ccccc3)ncnc2s1 | -8.6 | 0.1 | 15.7 | -0.8
CC(=O)N1CCN(C(=S)c2ccc(Cl)cc2)CC1 | -2.4 | -0.2 | -2.2 | 0.3
Cc1ccc(NC(=O)C2CC(Cl)=CCC2C(=O)O)cc1[N+](=O)[O-] (centres undefined) | -5.6 | 0.1 | 9.0 | 17.7*
Cc1cccc(C)c1NC(=O)C1(N(Cc2ccco2)C(=O)Cc2nc(N)n[nH]2)CCCCC1 | 11.7 | 0.2 | -8.3 | 0.3
NC(=O)C1(N2CCCCC2)CCN(S(=O)(=O)c2ccccc2S(=O)(=O)N2CCC(C(N)=O)(N3CCCCC3)CC2)CC1 | -5.4 | -0.2 | -1.2 | -1.1
CCc1cc(=O)[nH]c(NC2CCN(C(=O)c3cccc(N(C)C)c3)CC2)n1 | -8.7 | -0.1 | -7.6 | 0.2
COc1cc(OC)cc(-c2nc(SCc3ccccc3)n[nH]2)c1 | 1.6 | -0.2 | -0.9 | 0.8
Nn1c(CO)nc2ccccc21 | -8.6 | -0.1 | 6.1 | 0.4
CNC(=O)c1c(NC(=O)c2ccccc2C)sc2c1CCC(C(C)(C)C)C2 (centres undefined) | -4.3 | 0.0 | 18.8 | 0.0
CCC12c3ccccc3C(c3ccccc31)C1C(=O)N(c3cc(Cl)ccc3C)C(=O)C12 (centres undefined) | -8.7 | -0.1 | -4.7 | 0.3

Later entries
SMILES | MITF inh | FBW7 activator | TEAD-YAP block | GPR151 ag
CC(C)CNC(=O)c1ccc2c(c1)CC(c1nc3ccc(-c4ccnc(N)c4)cc3[nH]1)CO2 (centres undefined) | 12.9 | 0.4 | -6.0 | -1.0
Cc1cccc(N2C(=O)c3nccnc3C2=O)c1C | -1.9 | -0.2 | -1.2 | 0.4
N=c1oc2cc(O)ccc2cc1C(=O)Nc1cccc(C(F)(F)F)c1 | 18.6 | 0.3 | -7.0 | -0.7
COc1ccc(CNc2ccc3ncc(-c4cccc(C(N)=O)c4)n3n2)cc1 | -5.9 | 0.3 | 3.6 | 0.2
CCOc1ccc(NC(=O)c2cc(S(=O)(=O)N3CCOCC3)ccc2F)cc1 | 2.9 | -0.1 | 11.7 | 0.9
O=C(c1nn2c(C(F)(F)F)cc(-c3ccc(Br)cc3)nc2c1Br)N1CCN(Cc2ccccc2)CC1 | 1.9 | -0.1 | -4.1 | -1.5
COc1ccc(C2C([N+](=O)[O-])=C(N)Oc3cc(C)oc(=O)c32)cc1 (centres undefined) | 28.4 | 1.2 | -9.3 | -0.3
O=C(Nc1c(F)cccc1F)N(Cc1cccnc1)Cc1ccco1 | 4.3 | -0.1 | 0.5 | -0.3
CCn1cc(C(=O)O)c(=O)c2cc(F)c(N3CCN(C(=O)N(C)C)CC3)cc21 | 21.6 | 0.2 | -2.2 | -2.4
O=C(N/N=C/c1cc([N+](=O)[O-])ccc1O)c1ccc(F)cc1 | -1.5 | 0.2 | -1.6 | -0.1
COc1nccnc1NS(=O)(=O)c1ccc(NC(=O)c2cc(Cl)cc(Cl)c2)cc1 | 14.1 | 0.1 | 5.9 | -0.9
O=C(NCCN1CCOCC1)c1cc(Cc2cccc3ccccc23)no1 | -21.1 | 0.0 | -30.2 | 1.1
O=C(NCc1cccs1)c1cc2nc(C3CC3)cc(C(F)(F)F)n2n1 | -3.7 | -0.1 | 3.8 | -0.4
CCOC(=O)c1ccccc1NC(=O)Cn1cnc2c(cnn2-c2cccc(C)c2C)c1=O | -1.4 | -0.1 | -2.7 | -1.4
CN(C)CCNC(=O)c1ccc2c(c1)N(Cc1ccccc1)C(=O)CS2 | 14.4 | 1.1 | 5.2 | -0.6
CC(C)CC(NC(=O)CCl)c1ccccc1 (centres undefined) | -14.2 | 0.3 | 9.0 | -2.8
Nc1nc(Nc2ccccc2)cc(NC2CCC(O)CC2)n1 (centres undefined) | 1.5 | 0.0 | -7.6 | 0.1
COc1cccc(CNC(=O)c2cc3ccc(-c4cn[nH]c4)nc3n2CCCO)c1 | -0.5 | -0.2 | -20.5 | 1.5
Cc1ccccc1Nc1c2c(nc3nncn13)CCC2 | 5.7 | 0.1 | -19.3 | 0.8
C=CCc1cc(C)ccc1OCCCCn1ccnc1 | 74.5* | 0.3 | -7.4 | -1.5
Cc1ccc(C(=O)Nc2cc3nn(-c4ccccc4)nc3cc2C)cc1 | 12.8 | 0.6 | 2.4 | 1.2
CC(C)NCCOCCOc1cccc(Br)c1 | 11.6 | 0.3 | -14.0 | -0.8
O=C(NC(=S)Nc1cccc2ncccc12)c1cc([N+](=O)[O-])ccc1N1CCOCC1 | 8.1 | -0.1 | 3.7 | 1.9
COc1ccc(CN[C@@H]2C[C@@H](C(=O)NC(C)C)N(C(C)C)C2)cc1C | -1.3 | -0.2 | 13.3 | 0.6
CCOCCOC(=O)C1=C(C)Nc2ccc(C)cc2S1 | 8.9 | -0.1 | 2.0 | 12.7*

As a short view, part of the list above:
SMILES | MITF inh | FBW7 activator | TEAD-YAP block | GPR151 ag
CC1CN(C(=O)CCC(=O)N2CCC(C(N)=O)CC2)c2ccccc2O1 (centres undefined) | -0.6 | 0.0 | -1.9 | 0.0
COc1ccc2oc(=O)c(-c3csc(Nc4ccccc4Cl)n3)cc2c1 | 7.5 | 0.1 | -16.5 | -0.9
CCOC(=O)CCN1N=C(c2ccc(CC)cc2)CCC1=O | 13.1 | 0.1 | -6.5 | -0.8
COc1ccc(-c2nc3ccc(C(=O)NC4CCCCC4C)cc3nc2-c2ccc(OC)c(OC)c2)cc1OC (centres undefined) | -0.1 | 0.4 | -0.3 | -1.0
COc1cccc(NC(=O)C2C3C=CC4(O3)C2C(=O)N(CCN2CCCCCC2)C4C(=O)NC2CCCCC2C)c1 (centres undefined) | 3.9 | 0.1 | -2.7 | 1.7

New compounds follow
SMILES | MITF inh | FBW7 activator | TEAD-YAP block | GPR151 ag
COc1ccc(CN2CCN(Cc3ccncc3)CC2)c(OC)c1OC | 61.9* | 0.1 | 9.6 | 0.0
CC1Cc2ccccc2N1C(=O)Cc1ccccc1[N+](=O)[O-] (centres undefined) | 13.4 | 0.0 | 16.3 | 0.0
CCc1ccc(C2=Nc3ccccc3NC(c3ccc(Cl)cc3)C2)cc1 (centres undefined) | 1.0 | 0.0 | -31.0 | -2.5
CCOC(=O)/C(C#N)=C/Nc1ccccc1N | -1.6 | 0.0 | 1.5 | 0.0
COc1ccccc1NC(=S)NN1CCN(C)CC1 | -12.6 | 0.1 | 6.1 | 0.1
O=C(Nc1nc(-c2nc3ccccc3s2)cs1)c1coc2ccccc2c1=O | -8.3 | 0.1 | -11.5 | 1.7
N#Cc1ccc(C(=O)Nc2ccc(Br)cn2)c(F)c1 | -13.6 | -0.1 | -16.7 | -1.0
O=c1c2ccccc2nc(SCc2cccc([N+](=O)[O-])c2)n1Cc1ccc2c(c1)OCO2 | -7.0 | 0.0 | -11.2 | -1.0
N#Cc1nc(-c2ccccc2)oc1NCCc1ccccc1 | 18.1 | -0.1 | -28.5 | 0.8
CC1(C)CC(=O)C2=C(C1)OC(N)=C(C#N)C21c2ccccc2-c2ccccc21 | 5.4 | -0.1 | 3.8 | -0.6
CC(=O)c1cccc(-c2cc(NC3CCN(Cc4ccccc4)CC3)nc(N)n2)c1 | -3.7 | 0.0 | -13.8 | -2.3
O=C(CSc1ccccc1)c1ccc([N+](=O)[O-])cc1 | 0.4 | -0.2 | -5.6 | -1.3
O=C(Nc1nc(-c2ccc(I)cc2)cs1)c1sc2ccccc2c1Cl | 2.9 | -0.1 | -4.2 | -1.1
COc1ccc(N2C(=O)C3CCCN3C2c2ccccc2C)cc1 (centres undefined) | -1.7 | 0.0 | 4.7 | 0.0
